High-throughput results from PubChem.
M1 PAM: potentiates human M1 receptor response to acetylcholine; P11229; AID 588819; CHO-K1 hM1, Fluo-8 calcium fluorescence, ACh EC20; 0% = ACh EC20, 100% = maximal ACh; hit rate 0.088% among 360,000; activation, % at 3 µM; in the data active = activation above about 19%, passing the limit was not always enough
Target sequence (P11229 whole entry, looked up): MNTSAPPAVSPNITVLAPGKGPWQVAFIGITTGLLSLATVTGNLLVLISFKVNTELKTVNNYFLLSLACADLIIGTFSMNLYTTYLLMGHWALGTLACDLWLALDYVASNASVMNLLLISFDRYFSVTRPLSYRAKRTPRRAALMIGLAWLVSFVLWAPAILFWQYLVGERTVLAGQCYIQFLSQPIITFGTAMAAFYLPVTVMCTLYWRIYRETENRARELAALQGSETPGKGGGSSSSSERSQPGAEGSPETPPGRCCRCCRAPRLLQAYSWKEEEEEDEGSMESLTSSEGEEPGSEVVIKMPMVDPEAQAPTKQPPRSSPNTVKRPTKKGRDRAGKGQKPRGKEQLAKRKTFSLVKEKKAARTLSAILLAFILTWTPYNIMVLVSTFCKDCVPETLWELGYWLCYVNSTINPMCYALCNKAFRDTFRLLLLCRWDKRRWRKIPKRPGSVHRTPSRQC
CHO-K1 Ca antag: M1 antagonist counterscreen hit in parental CHO-K1 cells; hit rate 0.6% among 360,000; inhibition, % at 3 µM; ATP-induced calcium, Fluo-8 fluorescence;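 active = inhibition above a per-plate cutoff, the plate's mean sample inhibition plus 3 SD, cut at about 24% in these data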;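 note: 0% = DMSO plus EC80 ATP and 100% = DMSO alone without ATP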
CHRM1 agonist: human M1 muscarinic receptor agonism | P11229 | CHO-K1 hM1, Fluo-8 calcium fluorescence, agonist mode; 0% DMSO, 100% acetylcholine EC100 | activation, % at 3 µM | hit rate 0.33% among 360,000 | AID 588814;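 active = activation above the run's mean compound activation plus 3 SD, cut at about 16% in these data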;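 note: peak over basal fluorescence ratio within a 140 s kinetic read after compound addition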
M1 ag parental: nonselective activator or artifact in parental CHO-K1 cells; Fluo-8 calcium fluorescence; scaled to maximal ATP response, vehicle zero; activation, % at 3 µM; hit rate 0.48% among 360,000; in the data active = activation above about 15%;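 note: untransfected CHO-K1 host cells lacking M1 receptor as counterscreen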
TAAR1 ag: agonists of human TAAR1; hit rate 0.99% among 360,000; activation, % at 3 µM; CHO RD-HGA16 TAAR1, Fluo-8 calcium fluorescence; vehicle wells 0%, saturating PEA agonist 100%; AID 624467;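 active = activation above the mean activation of all test compounds in the run plus 3 SD, cut at about 38% in these data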
Target sequence (Q96RJ0 whole entry, looked up): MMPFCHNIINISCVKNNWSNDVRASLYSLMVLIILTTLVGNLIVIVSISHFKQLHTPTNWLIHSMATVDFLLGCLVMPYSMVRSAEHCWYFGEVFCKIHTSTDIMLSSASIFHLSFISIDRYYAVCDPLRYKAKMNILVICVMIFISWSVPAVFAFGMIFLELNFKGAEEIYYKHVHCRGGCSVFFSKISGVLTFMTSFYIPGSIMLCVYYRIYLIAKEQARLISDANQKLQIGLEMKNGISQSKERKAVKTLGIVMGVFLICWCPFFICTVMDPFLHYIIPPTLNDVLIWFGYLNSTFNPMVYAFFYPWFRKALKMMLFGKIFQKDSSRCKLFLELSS
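Test system: RD-HGA16 (CHO) cells co-expressing Gα16 and hTAAR1 / Benchmarks: DMSO vehicle as 0%, PEA at EC100 as 100% / Repeats: no replicates (n 1) / Measure: % activation from peak over basal fluorescence ratio, DMSO-to-PEA scaled / Timing: 17-24 h plating, Fluo-8 75 min 37 °C, 30 min RT / Technique: kinetic Fluo-8 calcium fluorescence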
M1 antag: human CHRM1 antagonism; CHO-K1 hM1, Fluo-8 calcium fluorescence, ACh EC80 antagonist; hit rate 1.3% among 360,000; AID 588852; P11229; inhibition, % at 3 µM;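 active = percent inhibition above its own plate's cutoff, namely the mean of that plate's compound wells plus 3 SD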;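 note: peak over basal fluorescence ratio during 140 s after agonist addition; 0% = ACh EC80 plus DMSO and 100% = DMSO alone without agonist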
CHO-K1 Ca PAM: M1 PAM counterscreen hit in parental CHO-K1 cells; ATP EC20, Fluo-8 calcium fluorescence; 0% at ATP EC20, 100% at ATP max; activation, % at 3 µM; hit rate 0.02% among 360,000;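 active = activation above the run cutoff, the mean activation of all test compounds plus 3 SD, cut at about 40% in these data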;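 note: peak over basal fluorescence ratio in a 140 s read after ATP addition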
CHO parental Ca: signal in parental CHO cells, OX1R antagonist counter-screen; hit rate 0.63% among 330,000; inhibition, % at 5.6 µM; AID 463079; parental CHO-K1, ATP-induced calcium, Fluo-8 fluorescence;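 active = inhibition above that plate's mean sample inhibition plus 3 SD, cut at about 26% in these data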;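 note: 0% = ATP-challenged DMSO wells and 100% = DMSO wells without ATP; some compounds past the cut are filed as inactive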
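Assay system: untransfected parental CHO cell line. Also added: ATP agonist challenge. Dosing: one dose, 5.6 µM nominal. Measured by: Fluo-8 fluorescence. Read-out: % inhibition. Benchmarks: ATP wells versus no-ATP DMSO wells. Repeats: no replicates.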
TAAR1 antag: antagonists of human TAAR1; CHO RD-HGA16 TAAR1, Fluo-8 calcium fluorescence, antagonist; hit rate 1.5% among 360,000; inhibition, % at 3 µM;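 active = inhibition above a per-plate cutoff, the mean inhibition of test compounds on that plate plus 3 SD, cut at about 49% in these data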;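 note: 0% = DMSO plus EC80 beta-PEA response and 100% = DMSO alone without agonist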
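Assay system: CHO-derived RD-HGA16 cells stably expressing human TAAR1 plus Gα16. Timing: 140 s kinetic read after compound, 140 s after agonist. Technique: kinetic Fluo-8 calcium fluorescence measurement. Measure: % inhibition of agonist calcium response.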
* marks the source's active call; other numbers are inactive results; nt = no result given.

Every second line gives: CHO parental Ca, CHO-K1 Ca PAM, M1 antag, M1 ag parental, CHO-K1 Ca antag, CHRM1 agonist, TAAR1 ag, TAAR1 antag, M1 PAM
CCCn1c(=O)c(C(=O)N/N=C/c2ccc(F)cc2)c(O)c2ccccc21
    -3, 2, -7, 0.7, -2, -3, -2, -7, 5
O=C(NCCN1C(=O)S/C(=C\c2ccccc2Cl)C1=O)C1=COCCO1
    -8, -2, -4, 1.3, -14, 0, 1, 9, 5
CCOCCCNC(=O)c1ccc(N2CC3CC(C2)c2cccc(=O)n2C3)c(NC(=O)Nc2cccc(OC)c2)c1 (stereo unspecified)
    -25, -12, -16, 0.4, 14, 1, 0, -4, 14
O=C(Nc1ccc(OC(F)(F)C(F)F)c(NC(=O)c2cccc(F)c2)c1)c1cccc(F)c1
    -2, 19, 4, 1.7, -5, -7, 1, 5, -6
CCOC(=O)N1CCC(NS(=O)(=O)c2ccc3c(c2)C(C)(C)C(=O)N3C)CC1
    -18, 4, -4, -0.1, -15, -1, 1, 3, 2
Cn1c(Cn2c(=O)sc3ccccc32)nnc1SCC(=O)NCc1ccccc1Cl
    -10, -14, 10, -0.8, 23, 6, 3, 3, 9
CCOC(=O)C(C(=O)Cc1ccccc1)c1ccccc1 (stereo unspecified)
    nt, -11, 11, -1.0, 5, -8, 2, -15, -5
Cn1c(=O)c(Oc2ccc(Cl)cc2)c(O)c2ccccc21
    4, -10, 5, -1.1, 10, 2, 1, -40, 4
COC(=O)c1c(C)[nH]c(C)c1C(=O)c1ccccc1Cc1ccccc1
    -12, 18, -7, 3.0, -10, 0, 13, 0, -9
CCOC(=O)c1[nH]c2ccc(OC)cc2c1NC(=S)N1CCN(c2ccccn2)CC1
    -18, 9, -6, 0.5, -8, -6, 2, -28, -1
COc1cc([C@@H]2OC[C@@H]3[C@H]2CO[C@@H]3c2ccc3c(c2)OCO3)ccc1O
    1, 24, 5, 0.4, -13, -4, 7, 9, 0
Cc1ccsc1CN(C)c1ncnc2ccc(-c3ccoc3)cc12
    nt, 22, -3, 1.5, -8, -6, 2, -10, 0
COc1ccccc1NCCC(=O)OCC(=O)Nc1cc([N+](=O)[O-])ccc1F
    -20, 17, -10, 3.8, 1, 1, 2, 11, 8
O=C(O)C1(c2cccc(Cl)c2)CCC1
    11, 5, -14, 0.0, -4, -3, -1, 1, 8
Nc1nc(Cl)cc(Sc2ccc3ccccc3c2)n1
    -20, 21, -4, 0.0, -11, -6, 4, -11, -1
CC(C)n1c(O)c(N=Nc2ccc(Cl)nn2)c2ccccc21
    -2, 10, -3, 0.0, 9, -5, 8, 0, 5
CN(C)C(CNC(=O)CCNC(=O)c1ccc(Cl)cc1)c1ccco1 (stereo unspecified)
    -19, 20, -9, 1.3, 0, -7, 2, -9, 8
CC(Sc1nnc(-c2ccncc2)n1-c1ccc(F)cc1)C(=O)NC1CC1 (stereo unspecified)
    -8, 4, -2, 0.1, -10, -3, 11, 2, 3
COc1cc2c(cc1OC)C1c3ccc(OC)c(OC)c3OCC1(O)C2 (stereo unspecified)
    nt, -3, -1, 0.0, -4, -1, 2, 11, 0
O=C(NCC(=O)N1CCCCCCC1)c1cccc([N+](=O)[O-])c1
    -6, 8, -6, 0.6, -11, 1, 12, -6, 12
CN(C(=O)Cc1c(C(=O)O)n(C)c2ccccc12)c1ccc(Cl)cc1
    -5, 21, -2, 0.7, 0, -5, 0, -13, 7
O=C(COC(=O)c1ccccn1)Nc1ccccc1Cl
    7, 11, -2, -0.1, -3, -3, 4, 4, 3
O=C(Nc1ccc(NC(=O)c2ccc3c(c2)OCO3)cc1)c1cccc(Cl)c1
    0, -13, 4, 0.4, -10, -3, 1, -11, 0
O=C(Nc1ccc(S(=O)(=O)NC2=NCCCCC2)cc1)c1ccc(Cl)c([N+](=O)[O-])c1
    -15, 3, -1, 0.0, -7, -8, 0, 0, 1
CCOc1ccc(C(C(=O)NCC2CCCO2)N(CCc2cccc(C)c2)C(=O)c2snc(C(N)=O)c2N)cc1 (stereo unspecified)
    nt, -21, 19, 2.0, -9, -3, 28, 67*, -11
C[C@]12c3[nH]c4cc(-c5ccco5)ccc4c3CCN1C(=O)[C@@H](CC(=O)NCc1ccco1)C[C@@H]2C(=O)N1CCCCC1
    -22, 7, -5, 0.1, -8, -4, 1, -8, 3
COc1ccc(C(=O)Nc2ccccc2C(=O)NCc2ccco2)cc1
    -10, -11, -24, 2.4, -21, 2, 5, 1, 30*
Cc1ccc(C)c(OCCC(=O)OCC(=O)NC(=O)NC2CCCCC2)c1
    -24, 6, 3, 0.2, 2, -2, 3, 2, -3
CC(OC(=O)/C=C/c1cccs1)C(=O)Nc1ccc(C(N)=O)cc1 (stereo unspecified)
    -5, -2, -9, 0.7, -8, -4, 16, -1, 1
Cc1ccc(C)c(Nc2cc(C)nc(-c3ccccc3O)n2)c1
    -28, 3, 1, -0.5, -15, -7, 0, 3, -8
O=C(OCc1nnc(-c2ccccc2)o1)C1=COCCO1
    1, 14, 1, 0.1, -1, 0, 2, -10, -8
CC(NC(=O)COC(=O)c1cc(=O)c2ccccc2o1)c1ccccc1 (stereo unspecified)
    -17, 7, -2, 0.0, -12, -2, 0, -20, -1
CCOC(=O)c1c(C)n(C)c2ccc(OC)c(NS(=O)(=O)c3ccc(Cl)s3)c12
    -18, 13, 1, 0.3, -4, -4, 3, 3, 3
CC12CCC(C(=O)N3CCCCCC3)(OC1=O)C2(C)C (stereo unspecified)
    -7, 11, -28, -0.1, -5, -1, 4, -18, 2
Cc1ccc(OCCNC(=O)c2cccc(C)c2)cc1
    -17, 9, -20, 0.6, 0, -2, -2, -16, 19
N=C1/C(=C\c2ccc(OC(=O)c3ccc(F)cc3)cc2)C(=O)N=C2SC(N3CCOCC3)=NN12
    -7, -11, -1, 0.9, -2, -3, 0, 2, 1
O=C(CCSc1ccccc1)NCCSc1ccccn1
    7, 24, -11, 0.4, -13, -3, 5, 8, 6
CCn1c(CSc2nc(C)cc(C)n2)nnc1SCC(=O)Nc1nc(-c2ccccc2)cs1
    -31, 0, -9, 1.0, 4, 2, 59*, 45, 6
CCc1cc(C(=O)OC)c(N2C(=O)C3C4C=CC(C4)C3C2=O)s1 (stereo unspecified)
    -11, -6, 6, 0.4, 2, -4, 3, -2, -3
COCCNC(=O)c1cc2c(-c3ccc(Cl)cc3)nn(C)c2s1
    -11, -3, -8, 0.3, 1, 1, -1, 0, 0
COc1ccc(-c2nnc(NC(=O)CSc3ccc(Cl)cc3)s2)cc1OC
    -7, 11, -7, 0.7, -6, -4, 5, -4, 2
O=C(Cc1cccc2ccccc12)NN=Cc1ccc2c(c1)CCC2
    nt, -16, 0, 0.0, 21, 8, 0, 6, 7
Cc1cccc(NC(=S)NCc2ccc3c(c2)cc(C)n3C)c1C
    -5, -12, -3, 0.1, 7, -9, 1, -35, -2
CC(C)(C)c1ccc(-c2noc(CNC(=O)c3ccco3)n2)cc1
    -17, 8, 6, 8.3, 1, -2, -4, 23, -4
O=C1CN(C(=O)COC(=O)c2cnc(Cl)c(Cl)c2)c2ccccc2N1
    -34, 22, -8, 1.6, -25, -4, 0, -8, 7
CC(C)C(NS(=O)(=O)c1cccs1)C(=O)N(C)Cc1ccccc1 (stereo unspecified)
    -19, 20, -13, 1.8, -15, -2, 5, -12, 5
O=C(NC1(C(F)(F)F)NC(=O)N(C2CCCC2)C1=O)C1CC1 (stereo unspecified)
    -9, 8, -13, 0.8, -5, -4, 0, 10, 2
COCCNC(=O)c1ccc(S(=O)(=O)N2CCCc3ccccc32)cc1
    -4, 9, -12, 1.6, -12, -9, -1, 7, 10
CCc1ccc(NC(=O)c2cnc3n(c2=O)CCS3)cc1
    1, -1, -6, 4.9, 3, 4, 5, 13, 3
Cn1nc(C(=O)NCCc2ccc3c(c2)OCCO3)c2ccccc2c1=O
    nt, -3, -4, 2.1, -7, 0, 3, 0, 4
O=C(O)CCSc1nnc(COc2cccc3ccccc23)n1-c1cccc(Cl)c1
    -7, 14, -15, 0.1, -10, -11, 3, -17, 16
CC(=O)Nc1ccc(S(=O)(=O)N(CC(=O)O)Cc2ccccc2)cc1
    -7, 15, -11, 0.3, -18, -2, 10, 12, 8
COc1ccc(-c2cc(C(=O)OCC(=O)NC3CC3)c3ccccc3n2)cc1OC
    -12, 3, -16, 2.1, -6, -1, 9, 23, 3
COc1ccccc1N1CCN(CC(=O)Nc2ccc(CN3CCCCC3)cc2)CC1
    -3, 0, -4, 0.1, -2, -16, nt, nt, 0
CC(C)(C)c1ccc(S(=O)(=O)N2CCNC(=O)C2)cc1
    -6, -7, 8, -0.1, -5, -7, 0, -9, -4
CN(C)S(=O)(=O)c1cccc(-c2cn3cc(Cl)ccc3n2)c1
    -33, 10, -9, -0.1, -16, -7, nt, nt, 8
Cc1nc(CSc2nsc(/C=C/N(C)C)c2C#N)cs1
    nt, 5, 4, 0.6, 0, -5, 5, 10, -1
Cc1nc2cc(C(=O)OCC(=O)NC34CC5CC(CC(C5)C3)C4)ccc2n1-c1ccccc1
    -19, 20, -5, 0.9, -2, -10, -1, -21, 1
S=C(Nc1ccc(Cl)cc1Cl)N1CCCCC1
    -4, 15, -5, 0.1, -11, -7, 0, -17, 5
COC(=O)[C@H](Cc1ccccc1)NC(=O)NCCc1ccc(OC)cc1
    -17, -2, -4, 2.3, -6, -2, 7, 3, 0
COc1ccc(N(CC(=O)Nc2cc(C)on2)S(=O)(=O)c2ccc(Cl)cc2)cc1
    -15, 9, 7, 0.1, 1, -1, 10, 3, -6
